NPSR antagonist: qHTS Assay for Antagonists of the Neuropeptide S Receptor: cAMP Signal Transduction | Q6W5P4 | Potency, µM (series often up to 38.3 µM), for the others: top-dose activity change, negative = inhibition, actives largely listed as inhibitors | 220,000 compounds, 1% hits | CHO-NPSR cells, cAMP TR-FRET, antagonist mode; note: potency is the fitted concentration of half-maximal effect; % is set by controls: 0 for no effect and ±100 for the full control effect; nearly all actives have a fitted effect of over 50% in size; many of its hits are not listed in these tables
Target sequence (Q6W5P4 whole entry, looked up): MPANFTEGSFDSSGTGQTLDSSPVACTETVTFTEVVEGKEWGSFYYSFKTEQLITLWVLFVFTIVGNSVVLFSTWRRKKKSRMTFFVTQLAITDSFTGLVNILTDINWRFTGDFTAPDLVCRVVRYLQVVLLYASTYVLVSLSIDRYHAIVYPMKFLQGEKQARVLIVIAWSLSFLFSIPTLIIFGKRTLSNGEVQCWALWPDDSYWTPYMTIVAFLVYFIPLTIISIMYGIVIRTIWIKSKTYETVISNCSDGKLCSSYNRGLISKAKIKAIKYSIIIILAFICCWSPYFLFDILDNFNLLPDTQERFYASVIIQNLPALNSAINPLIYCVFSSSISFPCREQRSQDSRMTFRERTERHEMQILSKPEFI
KinaseGlo FLuc: Counterscreen for Luciferase (Kinase-Glo TM) Inhibition | Potency, µM (series often up to 38.3 µM), for the others: at the highest dose activity change, negative = inhibition, most hits filed as inhibitors | AID 1379, 2008 | Kinase-Glo luciferase, ATP luminescence, 8 min | Luciferin 4-monooxygenase (Photuris pensylvanica), Q27757 | 200,000 compounds, 0.28% hits; note: potency is the fitted concentration of half-maximal effect; % is set by controls: 0 for no effect and ±100 for the full control effect; nearly all actives have a fitted effect of over 60% in size
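Luminescence was the read-out, taken after 8-minute incubation at ambient temperature. Luciferase turned over luciferin with 10 uM ATP in imidazole pH 7.2 buffer containing KCl, MgCl2, Tween 20 and BSA.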
HTT aggregate: qHTS Multiplex Assay to Identify Dual Action Probes in a Cell Model of Huntington: Aggregate Formation (GFP); PC12 HttQ103-GFP aggregates, Acumen cytometry, 40 h; Potency, µM (doses to about 46.1 µM), for the others: at the highest dose activity change, negative = inhibition, usual class: inhibitors; 220,000 compounds, 1.1% hits; AID 1688, 2009; note: potency is the fitted concentration of half-maximal effect; % is set by controls: 0 for no effect and ±100 for the full control effect; nearly all actives have a fitted effect of over 60% in size
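Aggregates are detected as GFP objects 1–25 µm with signal 6 STDEV over background in lysates of induced PC12 cells. These carry Huntingtin exon 1 with 103 glutamines fused to GFP under an ecdysone promoter; compounds titrated.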
Epigenetic reg: Quantitative High-Throughput Screen for Regulators of Epigenetic Control | murine LDR cells, GFP reporter derepression, 30 h | 280,000 compounds, 0.2% hits | Potency, µM (titrated, usually from 53.9 µM), for the others: top-dose GFP activation, actives largely listed as activators | AID 1865, 2009; note: potency is the fitted concentration of half-maximal effect; % of control where 0% means no effect; nearly all actives have a fitted effect of over 60% in size
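In this reporter-derepression format, murine cells bearing a silenced integrated CMV-GFP locus incubate with test compound (30 h, 37 C), then are washed and imaged; fluorescent objects of 20–120 um count as induced cells.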
IMPase Li cell: qHTS Assay for Identifying the Cell-Membrane Permeable IMPase Inhibitors: Potentiation with Lithium. CHO-M1 cells, IP1 TR-FRET (IP-One), carbachol + lithium. Potency, µM (series often up to 59.4 µM), for inactives: at the top dose activity, negative = IMPase inhibition, actives largely listed as inhibitors. 210,000 compounds, 0.35% hits;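 note: IP1 builds up when IMPase is blocked and the TR-FRET signal falls; potency is the fitted concentration of half-maximal effect; plate controls were basal vehicle for no effect and high inhibitor control for full effect; nearly all actives have a fitted effect of over 50% in size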
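Steps: plate 2000 CHO-M1 cells per well and culture 16–30 h; add compound and lithium; incubate 30 min, 37C; add d2-IP1 tracer and Eu cryptate anti-IP1 antibody in lysis buffer; read after 10 min at room temperature.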
LMNA splice mod: qHTS Assay for Modulators of Lamin A Splicing. 200,000 compounds, 0.01% hits. Potency, µM (series often up to 46.1 µM), for inactives: at the top dose ratio change, negative = inhibition, most hits filed as inhibitors. HeLa LMNA splicing GFP/RFP minigene ratio, 48 h; active = well fitted inhibition curve with a large enough effect in the signal ratio, with a control signal flat, not every such curve was filed as active; inconclusive = small, poorly fitted or top-dose-only effect, or effect the other way, or a change in a side signal; the % refers to the signal ratio; note: potency is the fitted concentration of half-maximal effect; % is set by controls: 0 for no effect and ±100 for the full control effect
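S3 HeLa cells stably expressing lamin A-EGFP splicing minigene plus DsRed2, 600 cells/well, 48 h compound exposure at 37C. Laser-scanning cytometry; analysed as GFP (500-530 nm)/RFP (575-640 nm) total intensity ratio; 0.5% DMSO vehicle.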
CBFb RUNX1 block: qHTS Assay for Compounds Blocking the Interaction Between CBF-beta and RUNX1 for the Treatment of Acute Myeloid Leukemia | AlphaScreen CBFb-His/RUNX1-biotin binding, biochemical | 230,000 tested, under 10 active | Runt-related transcription factor 1 (Homo sapiens) + Core-binding factor subunit beta … | Potency, µM (doses to about 59.8 µM), for inactives: at the top dose activity, negative = inhibition, actives largely listed as inhibitors | AID 1477, 2009; note: % of control where 0% means no effect
Target sequence (Q01196 whole entry, looked up): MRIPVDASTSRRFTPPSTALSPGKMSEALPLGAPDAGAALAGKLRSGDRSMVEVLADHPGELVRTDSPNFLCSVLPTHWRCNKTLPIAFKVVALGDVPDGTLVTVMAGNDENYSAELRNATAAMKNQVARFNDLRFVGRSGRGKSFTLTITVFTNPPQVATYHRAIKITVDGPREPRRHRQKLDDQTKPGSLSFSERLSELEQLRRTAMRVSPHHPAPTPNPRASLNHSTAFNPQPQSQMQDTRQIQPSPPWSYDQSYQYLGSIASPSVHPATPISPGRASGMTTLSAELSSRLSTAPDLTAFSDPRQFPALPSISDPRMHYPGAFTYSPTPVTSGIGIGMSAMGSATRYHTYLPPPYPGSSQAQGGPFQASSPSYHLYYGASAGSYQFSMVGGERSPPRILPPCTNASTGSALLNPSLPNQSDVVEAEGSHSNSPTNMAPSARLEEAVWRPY
Target sequence (Q13951 whole entry, looked up): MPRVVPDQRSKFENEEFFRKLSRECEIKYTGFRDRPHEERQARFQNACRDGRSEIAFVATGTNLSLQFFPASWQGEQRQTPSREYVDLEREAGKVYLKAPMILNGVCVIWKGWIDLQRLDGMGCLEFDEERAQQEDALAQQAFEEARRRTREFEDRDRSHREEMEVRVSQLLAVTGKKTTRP
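CBFb-His/RUNX1-biotin, 30 nM each, preincubated 20 min RT; compound 15 min RT; Ni + streptavidin beads 50 ng each, 90 min RT; AlphaScreen read.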
Active calls of the source: *; ? = inconclusive; · = no result given; & = joins results of further samples; [ ] = remark or other dose. Unless noted, calls come from the whole dose curve; as a rule, active = well fitted curve in the direction sought with a large enough effect; inconclusive = small, poorly fitted or top-dose-only effect, or another doubt; inactive = no such curve, though single readings can be large; an effect the other way counts as inactive or inconclusive.

mol | NPSR antagonist | KinaseGlo FLuc | HTT aggregate | Epigenetic reg | IMPase Li cell | LMNA splice mod | CBFb RUNX1 block
O=c1c2ccccc2nnn1Cc1ccc(F)cc1 | -2% | -2% | 10% | -1.5% | -4% | 3%[46 µM] | 12%
O=CN1CCN(C(=O)c2ccc([N+](=O)[O-])cc2)CC1 | 10% | -2% | -19% | 1.5% | 2% | -9% | 0%
O=C1OC(/C=C/c2ccc(Cl)cc2)=NC/1=C/c1ccco1 | 8% | -3% | 1% | -3.2% | -2% | -13% | -3%
COCCN1C(=O)C(=O)/C(=C(/O)c2ccc(OC(C)C)cc2)C1c1cccnc1 (configuration not stated) | ? | 5% | -6% | -3.2% | 10µM* | -1% | 2%
C=CCNC(=S)NNC(=O)c1ccncc1 | 13% | 1% | 26% | -3.0% | 0% | 7%[46 µM] | 6%
Oc1cc(O)c2c(c1)OC(c1ccc(O)c(O)c1)C(O)C2 (configuration not stated) | · | -5% | -2% | 1.3% | 10% | ? | ·
CCC(=NCCN1CCNCC1)C1=C(O)CC(C)(C)CC1=O | 3%[46.1 µM] | 0% | -17% | -0.9% | 26%[38.3 µM] | 1% | -3%
CC(C)C(=O)N1CCN(c2ccccc2NC(=O)c2ccc(C#N)cc2F)CC1 | -25% | -5% | -2% | 4.3% | 13% | · | -5%
Cc1ccc(N2C(=O)C(CC(=O)Nc3cccc(F)c3)N(CCc3ccncc3)C2=O)cc1 (configuration not stated) | -18% | 4% | 19% | 3.3% | 8% | · | -6%
COc1cc2c(cc1OC)CN(C(=S)NC(=O)c1ccccc1)CC2 | -14% | 2% | 6%[9.22 µM] | -1.1% | 17% | ? | 1%
Cc1cc(C)c[n+](-c2nc([O-])sc2C=O)c1 | 4%[46.1 µM] | 0% | 15% | -1.1% | 4%[38.3 µM] | 7% | 3%
CCOc1ccccc1C(=O)NN1C(=O)CCC1=O | 1% | -8% | -8% | 11% | -4% | -5% | 4%
O=C(Nc1cccc(C(F)(F)F)c1)c1cc(-c2ccc(F)cc2)on1 | -18%[46.1 µM] | -3% | -1% | 7.8% | 42%[activator][38.3 µM] | 3% | 3%
Cc1cccc(N2CCN(C(=O)CSCc3c(C)noc3C)CC2)c1C | -20%[46.1 µM] | 1% | 7.1µM* | -1.0% | 9%[38.3 µM] | 5% | 0%
CC(C)c1ccc(NC(=O)C[n+]2ccn(C3=C([O-])c4ccccc4C3=O)c2)cc1 | -6% | 0% | -21% | -1.3% | -3% | ? | -8%
O=C(c1cc2c(s1)CCCC2)N1CCN(c2ccccc2)CC1 | -20% | · | -1% | 2.6% | 9% | · | 3%
O=C(O)C1CCCCC1C(=O)Nc1ccccc1C(=O)N1CCN(c2ccc(F)cc2)CC1 (configuration not stated) | -10% | -1% | 8% | 0.0% | -1% | -2% | 4%
CN(C)c1nnnn1Cc1ccc(Cl)cc1Cl | -1% | -2% | 6% | -5.3% | -1% | -8%[46 µM] | 2%
O=C(NCC(c1cccnc1)N1CCN(c2ccccc2)CC1)OCc1ccccc1 (configuration not stated) | -5% | 4% | -3% | 0.0% | -1% | ? | -14%
O=C(COc1ccccc1)NCC(=O)N/N=C/c1ccc(O)cc1O | 8% | · | -31%[9.22 µM] | -3.2% | · | · | 6%

Continued:
mol | NPSR antagonist | KinaseGlo FLuc | HTT aggregate | Epigenetic reg | IMPase Li cell | LMNA splice mod | CBFb RUNX1 block
COc1cc(OC)c([N+](=O)[O-])cc1/C=N/NC(=O)c1ccncc1 | -26% | -1% | 19% | -1.4% | 16% | -10%[46 µM] | 1%
O=c1[nH]c(-[n+]2ccccc2)c(/C=N/NC([S-])=Nc2ccccc2)s1 | 15% | · | 7%[9.22 µM] | -0.1% | · | · | -12%
Cn1cc(C(=O)N/N=C/c2ccc([N+](=O)[O-])cc2)c2ccccc21 | 3% | · | 0%[9.22 µM] | ? | · | · | 13%
S=C(NCC1CCCO1)N1CCN(Cc2ccccc2Cl)CC1 (configuration not stated) | 4% | 3% | -12% | -0.4% | 3% | · | 4%
Cc1ccn2c(CN3CCOCC3)c(-c3ccccc3)nc2c1 | -7%[46.1 µM] | 1% | -18% | 6.5% | 56%[activator][38.3 µM] | -18% | 2%
Cc1ccc(N(C)C(=O)c2ccc(CNc3c(N4CCC(C)CC4)c(=O)c3=O)cc2)cc1 | -40% | · | 19%[9.22 µM] | 5.4% | · | · | 3%
CCCCn1nnnc1SCC(=O)Nc1cccc(C)n1 | -5%[46.1 µM] | 2% | 4% | 1.2% | 3% | -12% | 3%
CCCC(c1nnnn1C1CCCC1)N1CCN(C(=O)c2ccco2)CC1 (configuration not stated) | 13µM* | 12% | -7% | 2.2% | 12%[38.3 µM] | 12% | 6%
COC(=O)c1cc2cc(Cl)ccc2nc1SC | 22% | · | 10%[9.22 µM] | -1.3% | · | · | 15%
N#CC1=C(N)S[C@@H](C(=O)c2ccc(F)cc2)[C@@H]1c1cccs1 | -14%[46.1 µM] | -2% | -2% | ? | 13% | ? | -7%
Fc1ccc(CN2CCCCCC2)c(F)c1 | 0%[46.1 µM] | -2% | 13% | 6.3% | 16%[38.3 µM] | -5% | 6%
COc1cc(-c2nc(Cc3c(F)cccc3Cl)no2)cc(OC)c1OC | ? | 8% | -19% | 1.1% | 8%[38.3 µM] | 2% | -11%
CCOc1ccc(/C=C2\SC(=S)N(NC(=O)c3ccncc3)C2=O)cc1OC | ? | · | 8%[9.22 µM] | 1.5% | · | · | -3%
COc1ccccc1N1CCN(C(=O)c2ccccc2Oc2ccccc2)CC1 | -19%[7.67 µM] | 2% | 12% | -1.2% | 5%[38.3 µM] | -3% | 1%
Cc1sc(NC(=O)Cc2ccc3c(c2)OCO3)nc1-c1ccc2c(c1)CCN2C(=O)c1ccc(F)cc1 | -4% | -2% | -15% | -1.0% | -1% | ? | -4%
CCC(C)(C)n1nnnc1C(c1ccc(C)cc1)N1CCN(Cc2cccnc2)CC1 (configuration not stated) | -12%[46.1 µM] | · | -6% | -4.2% | · | 2% | 1%
COc1ccc(CN(CCN(C)C)Cc2ccccc2)c(OC)c1 | -4%[7.67 µM] | 11% | -26% | 0.6% | 0%[38.3 µM] | -5% | 3%
CCC/C=C(\CCC)C(NC(=O)OCC(C)C)c1ccc(C(=O)OC)cc1 (configuration not stated) | -39% | -2%&-2% | 29% | -0.3%&1.2% | 15%&2% | 9% | 2%[2.36 µM]
CC1CC(C)CN(C(=O)COc2ccc(-c3nnco3)cc2)C1 (configuration not stated) | -6%[46.1 µM] | -3% | 2% | -1.1% | -14%[38.3 µM] | 19% | 5%
O=C(/C=C/c1ccc(S(=O)(=O)NCc2ccco2)cc1)NCc1ccccc1Cl | -21%[46.1 µM] | · | 14%[9.22 µM] | -0.9% | · | 5% | -8%

A different layout for some results above.
S=C(NCC1CCCO1)N1CCN(Cc2ccccc2Cl)CC1 (configuration not stated)
  NPSR antagonist: 4%; KinaseGlo FLuc: 3%; HTT aggregate: -12%; Epigenetic reg: -0.4%; IMPase Li cell: 3%; LMNA splice mod: ·; CBFb RUNX1 block: 4%
Cc1ccn2c(CN3CCOCC3)c(-c3ccccc3)nc2c1
  NPSR antagonist: -7%[46.1 µM]; KinaseGlo FLuc: 1%; HTT aggregate: -18%; Epigenetic reg: 6.5%; IMPase Li cell: 56%[activator][38.3 µM]; LMNA splice mod: -18%; CBFb RUNX1 block: 2%

Later entries
mol | NPSR antagonist | KinaseGlo FLuc | HTT aggregate | Epigenetic reg | IMPase Li cell | LMNA splice mod | CBFb RUNX1 block
O=C(CC1SC(=NC2CCCCC2)NC1=O)Nc1ccccc1 (configuration not stated) | -9%[46.1 µM] | 2% | -24% | -0.8% | 9% | -13% | 2%
COC(c1ccccc1)c1nnc(CCC(=O)N(C)CCc2ccccc2)o1 (configuration not stated) | -11% | 1% | -11%[9.22 µM] | 0.0% | -10% | · | -3%
CC(C)c1ccc(/C=C/C(=O)N2CCCCCC2)cc1 | -17% | 4% | 15% | 1.1% | 5% | 8% | 10%
COC(=O)c1c(NC(=O)CSc2nnc(-c3cccnc3)n2Cc2ccco2)sc(C)c1C | -15%[46.1 µM] | 1% | -11% | -1.9% | 41%[activator][38.3 µM] | 9% | 6%
CC1CCc2c(sc3ncn(N)c(=N)c23)C1 (configuration not stated) | 21% | · | -19%[9.22 µM] | 4.0% | · | · | 3%
COc1ccc(-c2cc(C(F)(F)F)nc(-n3cncn3)n2)cc1 | -5%[46.1 µM] | 2% | -16% | 4.0% | 13%[38.3 µM] | -5% | -10%
Fc1ccc(C2=Nn3c(nnc3-c3n[nH]c4c3CCC4)SC2)cc1 | -13%[46.1 µM] | -6% | 6% | -5.6% | 2%[38.3 µM] | -11% | 8%
COc1ccccc1C1C(C#N)=C(N)N(c2cccnc2)C2=C1C(=O)CC(C)(C)C2 (configuration not stated) | -6%[46.1 µM] | 1% | -23% | 2.4% | -5% | -13% | 8%
C#CC(CC)(CC)NC(=O)c1c(C)noc1C | -3%[46.1 µM] | 1% | 9% | 0.3% | -2%[38.3 µM] | 3% | 4%
CCOC(=O)C1=C(C)OC(N)=C(C#N)C1C1CCCCC1 (configuration not stated) | ? | -4% | 3%[9.22 µM] | -1.9% | 4%[38.3 µM] | 5% | 1%
COc1ccc(CCNC(=O)CN2CCN(Cc3ccccc3F)C2=O)cc1OC | 4% | · | -17%[9.22 µM] | 0.0% | · | · | 19%
Cc1[nH]nc(SCC(=O)NC2CCCCC2)c1[N+](=O)[O-] | 17% | -5% | -7% | 0.2% | 5% | 11%[46 µM] | 6%
CC1(C)Cc2ccccc2C(Nn2cnnc2)=N1 | 2%[46.1 µM] | 0% | 0% | 1.7% | -16%[38.3 µM] | 1% | 3%
COc1ccc(OC)c(/C=N/NC(=O)c2csc3ccccc23)c1 | ? | 1% | 12% | -2.3% | -3%[38.3 µM] | 2% | 2%
Cc1ccc(-n2nc3ccc(NC(=S)NC(=O)/C=C/c4ccco4)cc3n2)cc1 | -45% | 1% | -4% | -1.0% | -21% | ? | -10%
Cc1cccc(Cn2c(N3CCN(c4ccccc4)CC3)nc3c2c(=O)n(C)c(=O)n3C)c1 | ? | 0% | -28% | 5.9% | 7%[38.3 µM] | ? | -19%

Assay outcomes: PubChem BioAssay, National Center for Advancing Translational Sciences (NCATS)

These rows are one share of the data; rates above refer to the full screens.
